Screening results as filed in PubChem.
COUP-TFII inh: NR2F2 transcriptional activity inhibitors, primary screen, cell-based, luciferase reporter, HEK293T, luminescence; COUP transcription factor 2 (Homo sapiens), P24468; HEK293T NGFI-A luciferase reporter; inhibition, % at 8.6 µM; 370,000 compounds, 0.7% hits;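 active = inhibition above a per-plate cutoff, mean inhibition of test wells between control levels plus 3 SD, cut at about 38% in these data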;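 note: cells cotransfected with COUP-TFII expression vector driving the NGFI-A reporter; 0% = median of COUP-TF2 test wells and 100% = reporter-only cells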
Target sequence (P24468 whole entry, looked up): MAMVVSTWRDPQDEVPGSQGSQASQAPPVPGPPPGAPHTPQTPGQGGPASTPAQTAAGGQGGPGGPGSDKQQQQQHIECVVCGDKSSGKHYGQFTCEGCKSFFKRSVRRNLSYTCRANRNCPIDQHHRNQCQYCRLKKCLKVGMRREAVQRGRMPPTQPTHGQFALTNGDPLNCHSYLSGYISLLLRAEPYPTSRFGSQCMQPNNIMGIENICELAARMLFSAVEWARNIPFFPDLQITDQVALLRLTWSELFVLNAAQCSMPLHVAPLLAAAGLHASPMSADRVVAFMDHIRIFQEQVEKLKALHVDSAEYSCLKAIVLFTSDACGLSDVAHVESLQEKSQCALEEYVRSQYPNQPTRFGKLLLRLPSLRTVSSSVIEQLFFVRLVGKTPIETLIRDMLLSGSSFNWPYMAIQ
NOD2 RIPK2 PPI: NOD2-RIPK2 binding disruptors in cells, primary screen, fluorescence, CHO cells, BLA complementation | 360,000 compounds, 0.38% hits | CCF4 ratio | Receptor-interacting serine/threonine-protein kinase 2 (Homo sapiens), O43353 | inhibition, % at 4.98 µM; in the data active = inhibition above about 21%;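 note: 0% = vehicle only and 100% = reference blocker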
Target sequence (O43353 whole entry, looked up): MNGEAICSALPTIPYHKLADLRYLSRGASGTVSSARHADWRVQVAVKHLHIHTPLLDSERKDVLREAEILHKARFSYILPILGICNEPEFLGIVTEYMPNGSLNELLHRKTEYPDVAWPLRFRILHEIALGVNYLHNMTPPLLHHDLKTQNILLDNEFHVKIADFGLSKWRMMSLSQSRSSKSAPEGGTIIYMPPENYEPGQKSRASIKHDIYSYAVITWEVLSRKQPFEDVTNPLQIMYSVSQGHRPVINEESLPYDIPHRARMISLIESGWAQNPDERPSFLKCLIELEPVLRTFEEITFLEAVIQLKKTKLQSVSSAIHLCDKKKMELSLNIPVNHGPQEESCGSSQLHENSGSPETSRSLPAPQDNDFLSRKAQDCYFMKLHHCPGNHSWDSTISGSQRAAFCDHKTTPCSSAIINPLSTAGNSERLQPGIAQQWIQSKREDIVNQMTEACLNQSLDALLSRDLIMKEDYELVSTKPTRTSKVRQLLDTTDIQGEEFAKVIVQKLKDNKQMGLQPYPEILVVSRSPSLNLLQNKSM
ABHD5-PLIN5 inh: ABHD5-PLIN5 interaction inhibitors, primary screen, cell lysate, split luciferase complementation, luminescence. Perilipin-5 (Homo sapiens) + 1-acylglycerol-3-phosphate O-acyltransferase ABHD5 (Homo …. Split G. princeps luciferase complementation, 4 h. inhibition, % at 4 µM. 360,000 compounds, 0.78% hits. AID 602281, 2012;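 active = inhibition above the mean inhibition across every tested compound plus 3 SD, cut at about 22% in these data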;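 note: 0% = DMSO only wells and the 100% control is not disclosed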
SRC3 inh: SRC3 coactivator transcriptional activity inhibitors, primary screen, cell-based, luminescence. inhibition, % at 3.6 µM. Nuclear receptor coactivator 3 (Homo sapiens), Q9Y6Q9. 360,000 compounds, 0.17% hits. HEK293 GAL4-SRC3 luciferase reporter;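 active = inhibition above a per-campaign cutoff, the mean of all compounds plus 3 SD, cut at about 60% in these data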;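 note: 0% = DMSO-treated cells and 100% = gossypol-treated cells at 36 µM; higher means less SRC3-driven luciferase light from the GAL4 reporter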
Exocytosis inh: LAMP-1 surface exposure blockers, TALL-104 cells – cell-based, flow cytometry, MLPCN library, primary screen | TALL-104 LAMP-1 surface exposure; cells stimulated with thapsigargin and PMA | inhibition, % at 10 µM | 360,000 compounds, 0.66% hits;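 active = inhibition above about 55%, limit read from the data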
LRH-1 inv ag: LRH-1 (NR5A2) inverse agonists, primary screen, cell-based, luminescence, HEK293T, StAR-luciferase reporter | Nuclear receptor subfamily 5 group A member 2 (Homo sapiens), O00482 | LRH-1 transfected, 24 h | 360,000 compounds, 0.13% hits | inhibition, % at 3.6 µM;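 active = inhibition above the mean inhibition of all tested compounds plus 3 SD, cut at about 73% in these data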;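 note: 0% = DMSO wells and 100% = reporter-only cells lacking LRH-1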
SRC1 inh: SRC1 coactivator transcriptional activity inhibitors, primary screen, cell-based, luminescence | HEK293 GAL4-SRC1 luciferase reporter | 360,000 compounds, 0.12% hits | inhibition, % at 3.6 µM;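 active = inhibition above the campaign mean plus 3 SD, with each screening campaign given its own cutoff, cut at about 60% in these data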;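 note: 0% = DMSO treated cells and 100% = gossypol at 36 µM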
NCOA2 inhibitor: inhibition of GAL4-SRC2 driven luciferase reporter, primary screen, SRC2 inhibitor project, cell-based, luminescence; AID 651957, 2012; inhibition, % at 9 µM; HEK293 GAL4-SRC2 luciferase reporter; Nuclear receptor coactivator 2 (Homo sapiens), Q15596; 370,000 compounds, 0.17% hits;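 active = inhibition above the mean inhibition of all tested compounds plus 3 SD, set per campaign, cut at about 52% in these data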;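 note: 0% = DMSO treated cells and 100% = cells given Gossypol at 36 µM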
TROY NFkB inh: inhibitors of TROY-driven NF-kB signaling, primary screen, Q293 LMP1-TROYcd cells, NF-kB luciferase, uHTS; Q293 LMP1-TROYcd NF-kB luciferase reporter, 4 h; AID 1347056, 2019; inhibition, % at 10 µM; 360,000 compounds, 0.98% hits;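 active = compounds whose plate-normalised and pattern-corrected inhibition of the luciferase reporter signal at the single screening dose is 50% or more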
TWEAK-Fn14 inh: inhibitors of TWEAK-Fn14 signaling, primary screen, luciferase reporter cells, uHTS | inhibition, % at 10 µM | 360,000 compounds, 2% hits | TWEAK-stimulated Fn14 reporter cells, luciferase luminescence, 8 h; in the data active = inhibition above about 50%
TLR9-MyD88 inh: inhibitors of TLR9-MyD88 association in cells, primary screen, cell-based, CHO, BLA complementation, fluorescence. CCF4 FRET ratio. inhibition, % at 4.98 µM. 340,000 compounds, 0.21% hits. AID 504734, 2011;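 active = inhibition above the mean over all tested compounds plus 3 SD, cut at about 21% in these data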;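 note: 0% = DMSO only wells and 100% = clavulanate BLA inhibitor control wells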
Active calls of the source: *; / = no result given. This is a subset; the hit share may differ from the screen's.

SMILES	COUP-TFII inh	NOD2 RIPK2 PPI	ABHD5-PLIN5 inh	SRC3 inh	Exocytosis inh	LRH-1 inv ag	SRC1 inh	NCOA2 inhibitor	TROY NFkB inh	TWEAK-Fn14 inh	TLR9-MyD88 inh
Cc1csc(NC(=O)C2C3C=CC(O3)C2C(=O)O)n1 (stereo unspecified)	8	6	1	5	-2	-15	-22	-27	-18	13	6
CCCn1c(C2CCCN2c2nc(C)cs2)nc2cc(Cl)c(Cl)cc21 (stereo unspecified)	3	6	-9	10	7	10	-7	2	4	-3	11
Cn1/c(=N/N=C/c2ccc(Cl)c([N+](=O)[O-])c2)sc2ccccc21	16	2	-4	8	1	-1	6	-19	13	-17	-4
CCCc1cc(=O)oc2cc3occ(C)c3cc12	-9	-4	2	10	11	41	3	14	-5	-4	5
CCCCn1c(N)c(N(CCC(C)C)C(=O)COC(=O)c2cccnc2Cl)c(=O)[nH]c1=O	-3	-35	6	23	-6	-16	7	16	-3	-1	0
O=C(COc1ccc(F)cc1)N1CCC(c2ccccc2)C1 (stereo unspecified)	-29	-25	-5	-46	-1	-49	-80	-51	-64	-24	4
CC(C)CC(C(=O)OCC(=O)N1CCN(c2ccccc2)CC1)N1C(=O)c2ccccc2C1=O (stereo unspecified)	-14	0	-10	-7	-2	-47	0	3	1	5	-1
O=C(N/N=C/c1ccc(OC(=O)c2cccc(Br)c2)cc1)c1cccnc1	5	1	6	6	-6	5	4	4	6	17	-11
COc1ccc(N(C(=O)Cn2nnc3ccccc32)C(C(=O)NC(C)(C)C)c2ccc(OC)c(O)c2)cc1 (stereo unspecified)	-19	-3	-6	15	-2	-19	8	-25	-7	-1	2
CCNC(=O)Cn1c(=O)c2c(ncn2Cc2ccccc2)n(Cc2ccccc2)c1=O	-26	10	2	4	0	-27	4	-2	-9	2	9
COc1cc(N2C(=O)NC3CC2(C)Oc2ccccc23)cc(OC)c1OC (stereo unspecified)	1	2	0	15	-3	-3	-3	5	-4	-7	4
O=C(C1CCC(CNc2c(N3CCCCC3)c(=O)c2=O)CC1)N1CCc2ccccc2C1 (stereo unspecified)	3	-10	-1	-16	0	4	6	-1	-7	-25	4

Entries of single compounds, quoted from the list. Order of screens: COUP-TFII inh, NOD2 RIPK2 PPI, ABHD5-PLIN5 inh, SRC3 inh, Exocytosis inh, LRH-1 inv ag, SRC1 inh, NCOA2 inhibitor, TROY NFkB inh, TWEAK-Fn14 inh, TLR9-MyD88 inh
Shown for COc1cc(N2C(=O)NC3CC2(C)Oc2ccccc23)cc(OC)c1OC (stereo unspecified) = 1, 2, 0, 15, -3, -3, -3, 5, -4, -7, 4
Shown for CCCCn1c(N)c(N(CCC(C)C)C(=O)COC(=O)c2cccnc2Cl)c(=O)[nH]c1=O = -3, -35, 6, 23, -6, -16, 7, 16, -3, -1, 0
Shown for CCNC(=O)Cn1c(=O)c2c(ncn2Cc2ccccc2)n(Cc2ccccc2)c1=O = -26, 10, 2, 4, 0, -27, 4, -2, -9, 2, 9
Shown for O=C(COc1ccc(F)cc1)N1CCC(c2ccccc2)C1 (stereo unspecified) = -29, -25, -5, -46, -1, -49, -80, -51, -64, -24, 4

The results go on:
SMILES	COUP-TFII inh	NOD2 RIPK2 PPI	ABHD5-PLIN5 inh	SRC3 inh	Exocytosis inh	LRH-1 inv ag	SRC1 inh	NCOA2 inhibitor	TROY NFkB inh	TWEAK-Fn14 inh	TLR9-MyD88 inh
CC(C)n1c(=O)c2ccccc2n1CC(=O)N1CCOCC1	1	1	-3	/	2	-18	/	16	-8	-1	/
O=C(Nc1nnc(-c2ccco2)o1)c1ccc(S(=O)(=O)N2CCCCC2)cc1	-3	-25	0	2	0	-2	9	-12	0	-11	-5
CCc1ccc(/C=C/c2c([N+](=O)[O-])c(=O)n(C)c(=O)n2C)cc1	-29	0	16	38	-4	36	14	30	13	65*	-8
CC(C)CCN1CCN(Cc2ccsc2)CC1CCO (stereo unspecified)	-5	1	1	-5	0	-11	-2	11	4	-8	-14
O=S(=O)(Cc1ccccc1)N1CCCCC1	3	0	-11	-13	-1	5	-4	9	26	16	2
CN1CCN(C2CN(Cc3cn(Cc4cccc(C(F)(F)F)c4)nn3)S(=O)(=O)C2)CC1 (stereo unspecified)	-1	-7	-4	/	-5	-17	/	-9	-3	5	/
c1coc(CNc2ncnc3c2oc2ccccc23)c1	10	8	-1	12	0	-5	-4	28	7	11	10
COC(=O)c1c(-c2ccc(F)cc2)csc1NC(=O)C1CCCO1 (stereo unspecified)	-33	-1	-1	-14	-2	-45	-30	-27	-36	-33	-3
COC(=O)c1sccc1NC(=S)Nc1cc(OC)ccc1OC	11	-6	-8	24	2	3	-6	-2	-19	-11	-10
C/C(=N\NC(N)=S)c1ccccc1	3	-2	4	13	-2	32	-14	3	-8	18	7
C(=C\c1ccccc1)/CN1CCN(C(c2ccnc3ccccc23)c2nnnn2C2CCCC2)CC1 (stereo unspecified)	9	2	5	8	1	24	4	15	3	-2	/
CCOc1ccc(/C=N/NC(=O)c2ccccc2NC(=O)c2ccc(OC)cc2)cc1	-9	-6	12	-43	14	-90	-50	-42	-4	-25	3
Cc1cccc(Nc2nc(N)nc(CN3CCC(C(N)=O)CC3)n2)c1C	-14	-2	5	20	-2	11	9	0	5	7	4
Cc1nc2ccccc2cc1OCc1ccc(Cl)cc1	50*	7	-8	-4	7	11	-15	-1	-12	17	-4
O=C(CC1Nc2ccccc2NC1=O)NCCCN1CCCCCC1 (stereo unspecified)	10	4	5	10	-2	2	8	20	7	-8	-10
CCOCCCN(C(=O)Cn1nnc(-c2ccc(C)o2)n1)C(C(=O)NCC1CCCO1)c1ccc(F)cc1 (stereo unspecified)	3	-1	-7	6	-2	1	6	-23	22	1	6
COc1cc(C(=O)NC(C)CCc2ccccc2)cc(OC)c1OC (stereo unspecified)	-9	-8	7	7	-13	-6	8	0	0	-11	-3
CCOc1ccc(CCNC(=O)COC(=O)c2cccnc2OCC)cc1OCC	2	0	3	-6	-1	53	11	-2	6	-3	-1
O=C(NCc1ccccn1)c1n[nH]c2ccccc12	10	5	2	-4	-2	-33	-21	23	-33	10	11
COc1ccccc1C(=O)N/N=C(\C)CC(=O)Nc1ccccc1NC(C)=O	2	-10	10	-24	-2	-24	-42	-7	2	-15	-2
Cc1sc2ncn(CC(=O)NCC3COc4ccccc4O3)c(=O)c2c1S(=O)(=O)N1CCOCC1 (stereo unspecified)	-6	-4	4	2	-3	-10	-23	0	1	0	-8
O=C(COC(=O)[C@H](Cc1ccccc1)NC(=O)c1ccco1)Nc1ccccc1OC(F)F	-10	-4	-1	11	-1	7	1	-16	-16	2	9
Cc1ccc(Nc2nc(N)nc(CN3CCN(Cc4ccc5c(c4)OCO5)CC3)n2)c(C)c1	1	-6	2	-4	-2	4	-3	5	8	10	-8
COc1cccc(CNC(=O)CCCSc2ccccc2)c1	13	0	1	5	33	-25	-1	-12	-7	-4	-3

COUP-TFII inh, entries above that show a hit
SMILES | COUP-TFII inh | NOD2 RIPK2 PPI | ABHD5-PLIN5 inh | SRC3 inh | Exocytosis inh | LRH-1 inv ag | SRC1 inh | NCOA2 inhibitor | TWEAK-Fn14 inh | TLR9-MyD88 inh
Cc1nc2ccccc2cc1OCc1ccc(Cl)cc1 | 50* | 7 | -8 | -4 | 7 | 11 | -15 | -1 | 17 | -4

(continued)
SMILES	COUP-TFII inh	NOD2 RIPK2 PPI	ABHD5-PLIN5 inh	SRC3 inh	Exocytosis inh	LRH-1 inv ag	SRC1 inh	NCOA2 inhibitor	TROY NFkB inh	TWEAK-Fn14 inh	TLR9-MyD88 inh
CCN(CC)c1ccc(NS(=O)(=O)c2ccc(OC)cc2)cc1	8	-3	3	-7	0	2	6	14	4	6	2
COc1cccc2cc(C(=O)NC(C)c3ccccc3)c(=O)oc12 (stereo unspecified)	-23	4	-8	-18	-14	4	-7	-1	-19	-8	-6
CN(CCc1ccccc1)C1CCCN(C(=O)Cn2cccn2)C1 (stereo unspecified)	4	4	-3	-5	23	6	-2	-27	-32	-2	-9
Cc1cc(Cl)cc(C)c1OCCCCn1ccnc1	7	-5	4	-14	-2	15	-2	5	5	-7	1
O=S1(=O)[C@H]2C[C@@H]3CC[C@]2(CN1Cc1cccc(F)c1)O3	0	-6	-8	-1	-3	-16	-6	15	-13	0	11
O=C1/C(=C/c2ccccc2Cl)SC(=S)N1CCC(=O)N1CCCCC1CCO (stereo unspecified)	-9	1	7	5	2	12	8	6	1	4	0
CCN(CC(=O)Nc1ccc(NC(C)=O)cc1)C(=O)CSCC(=O)Nc1ccc(C)cc1	-9	-5	-6	4	-18	18	1	-13	-5	-3	0
O=C(Nc1ccc(Oc2cccnc2)cc1)C1CCN(Cc2ccccc2)CC1	11	-13	9	13	3	15	10	12	-20	2	-5
CSc1c(-c2ccccn2)c(N)nn1C(=O)C1CC1	7	-3	2	11	-2	10	18	2	-25	-6	3
O=S1(=O)C[C@H](N2CCN(CCO)CC2)[C@@H](COCc2ccccc2)N1	-4	-6	6	6	0	0	-3	13	8	-4	/
CCOc1ccccc1NC(=O)Cn1c(=O)n(CCC(=O)NC2CCCC2)c(=O)c2ccccc21	/	-2	-1	14	0	-5	0	/	4	-2	8
O=C(CCn1cnc2ncccc2c1=O)N1CCN(c2cccc(Cl)c2)CC1	3	1	6	10	5	-27	1	-29	-3	-17	-5
Cc1ccc(N2CCN(C(=O)c3ccccc3Br)CC2)c(C)c1	16	0	-8	6	0	5	-9	-5	8	2	7
